KCNK3 block = human KCNK3 channel inhibitors, primary screen, CHO cells, FluxOR thallium flux, B-score. Potassium channel subfamily K member 3 (Homo sapiens), O14649. FluxOR fluorescence; hits give low values. AID 602410, 2012. B-score at 10 µM. actives 0.84% (n = 340,000);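 active means B-score under library mean minus 4 SD, starting fluorescence ratio at most library mean plus 5 SD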;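 further: more negative B-score means stronger inhibition of thallium flux through KCNK3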
hERG rescue = hERG rescue from dofetilide block, primary screen, cell-based, CHO-hERG, FluxOR thallium flux, dofetilide IC70. Voltage-gated inwardly rectifying potassium channel KCNH2 (Homo sapiens), Q12809. dofetilide IC70 present. activation (rescue from dofetilide block), less the hit threshold, % at 10 µM. actives 0.51% (n = 310,000);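 active means activation above the mean of controls blocked by dofetilide plus 5 SD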;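 further: thallium influx through hERG after potassium depolarization seen as dye fluorescence rise; in these data hits start at about 4.7%; inactives centre near -7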
KCNK9 block = KCNK9 potassium channel inhibitors, primary screen, HEK293 cells, thallium flux. Potassium channel subfamily K member 9 (Homo sapiens), Q9NPC2. FluxOR thallium flux fluorescence; hits give low values. B-score at 10 µM. actives 1.2% (n = 310,000). AID 488922, 2010;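 active means ratio B-score over 3 SD below the library mean, with starting fluorescence within 5 SD of its mean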;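 further: negative B-score means less thallium flux so channel inhibition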
Target sequence (Q9NPC2 whole entry, looked up): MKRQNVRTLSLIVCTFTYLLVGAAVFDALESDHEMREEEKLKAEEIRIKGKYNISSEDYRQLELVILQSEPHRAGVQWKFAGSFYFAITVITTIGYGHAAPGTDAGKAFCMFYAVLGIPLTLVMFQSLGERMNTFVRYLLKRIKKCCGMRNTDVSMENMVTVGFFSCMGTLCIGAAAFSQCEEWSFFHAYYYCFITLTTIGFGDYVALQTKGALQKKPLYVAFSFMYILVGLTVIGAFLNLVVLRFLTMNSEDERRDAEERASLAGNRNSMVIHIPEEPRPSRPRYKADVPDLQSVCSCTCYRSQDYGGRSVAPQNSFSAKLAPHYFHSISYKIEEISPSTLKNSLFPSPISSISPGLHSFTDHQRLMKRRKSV
HDAC3 inhib = HDAC3 deacetylase inhibitors, primary screen, biochemical, fluorescence, cell-free homogeneous; inhibition, % at 8.3 µM; Histone deacetylase 3 (Homo sapiens), O15379; actives 0.15% (n = 320,000); recombinant HDAC3, fluorogenic peptide/trypsin coupled; AID 2718, 2010; in the data active means inhibition above about 26%, passing the limit was not always enough
PolyA inhibitor = polyadenylation inhibitors in yeast reporter cells, primary screen, luminescence, S. cerevisiae; calls only at 12 µM; AID 1875, 2009; S. cerevisiae SKY197-pL101 polyadenylation reporter, beta-gal luminescence; efflux-impaired pdr1/pdr3 knockout yeast; score 100 = 6 SD above DMSO; actives 0.02% (n = 300,000);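 active means lowest replicate activity score at least 50, where 100 means six control SD above control mean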;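 further: yeast exposed to compound for 9 h at 30 °C; higher score means more reporter readthrough which indicates perturbed polyadenylation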
GSK3A inh = blockers of GSK3A enzyme activity – biochemical, luminescence, cell-free homogeneous, HTS, primary screen; Glycogen synthase kinase-3 alpha (Homo sapiens), P49840; GSK-3 alpha kinase, ADP-Glo luminescence, 60 min; inhibition, % at 10 µM; actives 0.1% (n = 320,000); AID 2650, 2010;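 in the data active means inhibition above about 50%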;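 further: GST-tagged GSK-3 alpha with peptide substrate and 25 µM ATP; 0% = DMSO neutral wells and 100% = GW8510 positive control wells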
KCNQ1 act = potentiators or activators of KCNQ1 channel, primary screen, cell-based, thallium flux, high-throughput. actives 0.35% (n = 310,000). Potassium voltage-gated channel subfamily KQT member 1 (Homo sapiens), P51787. CHO-K1 KCNQ1, thallium flux FluxOR fluorescence; hits give high values. B-score at 10 µM;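 active means fluorescence ratio B-score, a plate-corrected score, at least three library SD, with initial intensity B-score within 5 SD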
Target sequence (P51787 whole entry, looked up): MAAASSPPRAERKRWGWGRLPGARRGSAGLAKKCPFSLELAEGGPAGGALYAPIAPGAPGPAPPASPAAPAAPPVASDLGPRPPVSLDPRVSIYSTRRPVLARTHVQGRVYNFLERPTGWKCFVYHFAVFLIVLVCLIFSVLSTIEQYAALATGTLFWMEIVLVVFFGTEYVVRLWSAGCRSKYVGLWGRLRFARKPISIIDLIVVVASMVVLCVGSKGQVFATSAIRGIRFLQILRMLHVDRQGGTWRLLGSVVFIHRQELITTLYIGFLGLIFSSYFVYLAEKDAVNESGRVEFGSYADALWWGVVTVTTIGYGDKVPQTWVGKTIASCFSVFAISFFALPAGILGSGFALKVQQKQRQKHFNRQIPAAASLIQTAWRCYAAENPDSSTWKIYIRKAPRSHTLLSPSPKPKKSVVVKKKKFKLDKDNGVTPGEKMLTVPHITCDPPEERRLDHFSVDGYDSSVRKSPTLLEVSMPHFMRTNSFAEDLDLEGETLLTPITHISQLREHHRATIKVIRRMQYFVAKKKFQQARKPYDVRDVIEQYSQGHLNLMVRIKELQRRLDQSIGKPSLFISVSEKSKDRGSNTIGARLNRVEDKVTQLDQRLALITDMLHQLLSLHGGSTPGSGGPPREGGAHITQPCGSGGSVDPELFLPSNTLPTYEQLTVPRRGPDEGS
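Material: CHO-K1 cells stably expressing KCNQ1. Medium: assay buffer for compound exposure, DMSO matched across wells. Reagent: K+/Tl+ depolarizing stimulus. Compound dosing: single-concentration screen. Times: 37 °C overnight plating, 90-min dark dye load, 20-min compound pretreatment. Technique: FluxOR Tl+ flux fluorescence.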
Dyrk1A ADPGlo = rat Dyrk1A kinase inhibitors, primary screen, biochemical, single point, plate reader; Dual specificity tyrosine-phosphorylation-regulated kinase 1A (Rattus norvegicus), Q63470; inhibition, % at 12.5 µM; ADP-Glo luminescence, NFATc1 peptide; actives 0.43% (n = 310,000); in the data active means inhibition above about 50%;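 further: plate controls were vehicle with enzyme for no effect and no enzyme for full effect; many of its hits are not listed in these tables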
KCNQ1 block = inhibitors of human KCNQ1 channel, primary screen, cell-based, thallium flux, high-throughput; Potassium voltage-gated channel subfamily KQT member 1 (Homo sapiens), P51787; CHO-K1 KCNQ1, FluxOR thallium flux fluorescence; hits give high values; B-score at 10 µM; actives 1.3% (n = 310,000);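 active means compounds whose thallium flux B-score, printed positive for inhibition, exceeds three library SD while starting fluorescence stays within three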;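 further: channel opened by potassium depolarization with thallium stimulus after 20 min compound exposure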
GSK3beta inhib = human GSK3beta kinase inhibitors, primary screen, biochemical, cell-free homogeneous, HTS | GST-GSK3beta kinase, ADP-Glo luminescence, 60 min; hits give low values | actives 0.038% (n = 300,000) | Glycogen synthase kinase-3 beta (Homo sapiens), P49841 | AID 2097, 2009 | activity score (negative = inhibition), % at 10 µM;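 active means more than half of replicate wells score below -50%, meaning over 50% inhibition versus plate controls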;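 further: 0% = median DMSO wells and -100% = median GW8510 positive control wells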
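Assay system: GST-fused GSK3beta enzyme, cell-free / Medium: Tris pH 7.5 buffer with MgCl2, DTT, BSA, heparin / Also added: peptide substrate plus 25 µM ATP (final) / Compound: 10 µM single point / Timing: kinase reaction with compound 60 min at room temperature / Detection: ADP-Glo luminescence / Benchmarks: DMSO neutral wells and GW8510 at 20 µM as positive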
RGS4 pot = RGS4 potentiators or activators, primary screen, cell-based, HEK293 M3R inducible RGS4, calcium flux. carbachol calcium flux Fluo4; hits give low values. B-score at 10 µM. actives 0.92% (n = 310,000). AID 463111, 2010;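 active means B-score of the integrated calcium signal more than 4 SD below the library mean, with starting fluorescence not abnormally high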;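 further: negative B-score means reduced calcium response which marks RGS4 activation or potentiation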
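test system = HEK293 cells with stable M3R and inducible RGS4 | schedule = recording 10 s baseline at 1 Hz, 100 s post-agonist | technique = Fluo4-AM (2 µM) calcium-flux fluorescence, kinetic read | measure = Agonist-evoked peak-minus-minimum fluorescence over baseline, integrated ratio, B score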
The depositor's hits bear a star; i = inactive; / = no result given. Not all compounds are listed; rates above refer to the full screens.

Preview:
SMILES | KCNK3 block | hERG rescue | KCNK9 block | HDAC3 inhib | PolyA inhibitor | GSK3A inh | KCNQ1 act | Dyrk1A ADPGlo | KCNQ1 block | GSK3beta inhib | RGS4 pot
COc1ccc(S(=O)(=O)N2CCCN(S(=O)(=O)c3ccc(OC)cc3C)CC2)c(C)c1 | i | -10 | i | 10 | i | -1 | i | -2 | i | -2 | i
Cc1ccc(/C=C/c2onc(C)c2S(=O)(=O)N2CCC(C(=O)N3CCCCC3)CC2)cc1 | i | -10 | i | 2 | i | 1 | i | 1 | i | 2 | i
CCC(=O)C1CCCN(C(=O)c2cccc(OC3CCN(S(C)(=O)=O)CC3)c2)C1 (centres undefined) | i | 1 | i | -12 | i | 0 | i | 11 | i | -3 | i

The list itself, from the start:
SMILES | KCNK3 block | hERG rescue | KCNK9 block | HDAC3 inhib | PolyA inhibitor | GSK3A inh | KCNQ1 act | Dyrk1A ADPGlo | KCNQ1 block | GSK3beta inhib | RGS4 pot
COc1ccc(S(=O)(=O)N2CCCN(S(=O)(=O)c3ccc(OC)cc3C)CC2)c(C)c1 | i | -10 | i | 10 | i | -1 | i | -2 | i | -2 | i
Cc1ccc(/C=C/c2onc(C)c2S(=O)(=O)N2CCC(C(=O)N3CCCCC3)CC2)cc1 | i | -10 | i | 2 | i | 1 | i | 1 | i | 2 | i
CCC(=O)C1CCCN(C(=O)c2cccc(OC3CCN(S(C)(=O)=O)CC3)c2)C1 (centres undefined) | i | 1 | i | -12 | i | 0 | i | 11 | i | -3 | i
CN(CCc1cn[nH]c1)Cc1nc(Cc2ccccc2)no1 | i | -3 | i | -9 | i | -1 | i | -3 | i | -2 | i
Cc1ccc(COC(=O)Cc2coc3cc(O)ccc23)cc1 | i | -9 | i | 0 | i | -5 | i | 4 | i | 2 | i
Cc1ccc2c(c1)oc(=O)n2CC(=O)c1ccccc1 | i | -4 | i | -2 | i | 3 | i | / | i | 1 | i
O=C(Cn1cc(C(F)(F)F)ccc1=O)N/N=C/c1ccc(F)cc1 | i | -10 | i | 1 | i | 11 | i | / | i | -2 | i
COc1cc(C(=O)NCC(c2cccnc2)N2CCN(C)CC2)cc(OC)c1OC (centres undefined) | i | 4 | i | 2 | i | 1 | i | 2 | i | -3 | i
CN=Cc1nc(-c2ccccc2)oc1O | i | -7 | i | 10 | i | 0 | i | 15 | i | -4 | i
Cc1cc(C(=O)N/N=C/c2cccs2)n[nH]1 | i | -9 | i | -1 | i | -2 | i | -1 | i | -3 | i
O=S1(=O)CC(N2CCOCC2)c2ccccc21 (centres undefined) | i | -6 | i | -3 | i | 3 | i | 5 | i | 2 | i
CC(=O)NS(=O)(=O)c1ccc(N=c2ssc3c2-c2ccc(C)cc2NC3(C)C)cc1 | i | -13 | i | 5 | i | -2 | i | -1 | i | 3 | i
O=[N+]([O-])c1ccc(Cl)c(C2Nc3cccc4cccc(c34)N2)c1 | i | -5 | i | -11 | i | -2 | i | 1 | i | -2 | i
CCOCCCn1c(C)nc2c[n+](CC(=O)c3ccc4ccccc4c3)cc(Br)c21 | i | 1 | i | -19 | i | 1 | i | / | i | -6 | i
CCOC(=O)C1CCCN(CC(=O)Nc2c(C(=O)OC)[nH]c3ccccc23)C1 (centres undefined) | i | -7 | i | 3 | i | -2 | i | 4 | i | 0 | i
N#Cc1cc2ccccc2nc1SCC(=O)Nc1ccccc1N1CCOCC1 | i | -9 | i | 6 | i | 3 | i | 2 | i | 3 | i
C=CCn1c(SCC(O)Cn2c3ccccc3c3ccccc32)nnc1-c1ccco1 (centres undefined) | i | -9 | -7.2* | 6 | i | / | i | 2 | i | 5 | i
CCCCNC(=O)c1nnn(-c2ccccc2)c1N | i | -16 | i | 6 | i | -2 | i | 0 | i | -3 | i
CCSc1nnc2c(n1)OC(c1ccc(C(=O)O)cc1)N(C(C)=O)c1ccccc1-2 (centres undefined) | i | -6 | i | 1 | i | / | i | -17 | i | 0 | i
c1coc(CNc2nc3ccccc3n2CCN2CCOCC2)c1 | i | -3 | i | 5 | i | 0 | i | -6 | i | 3 | i
O=C(NCCCN1CCOCC1)c1cc2ccccc2cc1O | i | -13 | i | -1 | i | 1 | i | 15 | i | 0 | i
Oc1ccc(O)c2c1C1c3ccccc3C2c2ccccc21 | / | -9 | i | 11 | i | 3 | i | / | i | 3 | i
O=C(O)c1sc2cc(C(F)(F)F)cnc2c1-c1ccccn1 | i | -7 | i | 7 | i | -1 | i | 2 | i | 0 | i
O=C(N=C1SC2CS(=O)(=O)CC2N1c1ccccc1C(F)(F)F)C1CCCO1 (centres undefined) | i | -8 | i | -4 | i | 0 | i | / | i | -6 | i
Cc1ccc(NC(=O)CO/N=C(\N)c2nonc2N)cc1C | i | -5 | i | 3 | i | 0 | i | -1 | i | 1 | i

Given with tabs: part of the list above
molecule	KCNK3 block	hERG rescue	KCNK9 block	HDAC3 inhib	PolyA inhibitor	GSK3A inh	KCNQ1 act	Dyrk1A ADPGlo	KCNQ1 block	GSK3beta inhib	RGS4 pot
CC(=O)NS(=O)(=O)c1ccc(N=c2ssc3c2-c2ccc(C)cc2NC3(C)C)cc1	i	-13	i	5	i	-2	i	-1	i	3	i
O=[N+]([O-])c1ccc(Cl)c(C2Nc3cccc4cccc(c34)N2)c1	i	-5	i	-11	i	-2	i	1	i	-2	i
CCOCCCn1c(C)nc2c[n+](CC(=O)c3ccc4ccccc4c3)cc(Br)c21	i	1	i	-19	i	1	i	/	i	-6	i

Continuation.
SMILES | KCNK3 block | hERG rescue | KCNK9 block | HDAC3 inhib | PolyA inhibitor | GSK3A inh | KCNQ1 act | Dyrk1A ADPGlo | KCNQ1 block | GSK3beta inhib | RGS4 pot
Cc1cc2nc(C3CCN(Cc4nnnn4Cc4ccccc4)CC3)[nH]c2cc1C | i | -14 | i | 3 | i | 0 | i | 13 | i | 0 | i
O=C(NCC1CCN(C(=O)c2c(F)c(F)c(F)c(F)c2F)CC1)c1c(F)c(F)c(F)c(F)c1F | i | -8 | i | 7 | i | -4 | i | -9 | i | -1 | i
CCCCNC(=O)C1CC(c2cccc([N+](=O)[O-])c2)=NO1 (centres undefined) | i | -11 | i | -1 | i | -2 | i | 0 | i | 2 | i
Cc1ccc(S(=O)(=O)N2CCOCC2)cc1C(=O)NCc1ccc2c(c1)OCO2 | i | -6 | i | 15 | i | 0 | i | -2 | i | -1 | i
COc1ccccc1N(C)S(=O)(=O)c1ccc(C(=O)N(CC(N)=O)C(C)C)cc1 | i | -9 | i | -15 | i | / | i | 7 | i | 1 | i
CC(=O)Nc1ccc(S(=O)(=O)N(C#N)c2nc(C)cc(C)n2)cc1 | i | -3 | i | -4 | i | 5 | i | / | i | 2 | i
O=C(CCN1C(=O)/C(=C\c2ccccc2Cl)SC1=S)N1CCN(c2ccccc2)CC1 | i | -10 | i | 0 | i | -1 | i | 4 | i | 0 | i
Cc1cc(C)c(NC(=O)C2CC(=O)N(Cc3ccccc3)C2)c(C)c1 (centres undefined) | i | -9 | i | -7 | i | 0 | i | 1 | i | 1 | i
COc1ccc(S(=O)(=O)Nc2cc([N+](=O)[O-])ccc2OC)cc1 | i | -5 | i | -3 | i | 1 | i | -8 | i | 0 | i
COc1ccc(S(=O)(=O)N2CN(CCc3ccc(OC)c(OC)c3)c3nc4ccccc4nc32)cc1 | i | -10 | i | -4 | i | 3 | i | 2 | i | 2 | i
NNc1ncnc2c1cnn2-c1ccccc1 | i | -13 | i | 6 | i | 12 | i | 17 | i | -26 | i
CCOc1cc(C(=O)NCCN2CCOCC2)cc(OCC)c1OCC | i | -4 | i | -6 | i | -1 | i | 2 | i | 0 | i
C/C(=N/NC(=O)CSc1ccccn1)c1ccc([N+](=O)[O-])cc1 | i | -4 | i | 10 | i | 0 | i | 9 | i | -1 | i
CCOc1ccc(NC(=O)CSc2nncc(=O)n2N)cc1 | i | -7 | i | -2 | i | -2 | i | -7 | i | -1 | i
CC(=O)c1c(C)n(CCO)c2ccc(O)cc12 | i | 0 | i | 5 | i | 2 | i | 14 | i | 1 | i
CCOC(=O)C(CC)Sc1ccc2nnc(-c3cccnc3)n2n1 (centres undefined) | i | -9 | i | -13 | i | 2 | i | / | i | 0 | i
Nc1n[nH]c(S(=O)(=O)CCCc2ccccc2)n1 | i | -13 | i | 4 | i | -1 | i | -11 | i | 1 | i
CCC(=O)n1nc(NCc2ccc(OC)c(OC)c2)nc1NCc1ccc(OC)c(OC)c1 | i | -9 | i | 5 | i | -2 | i | 4 | i | -4 | i
O=C(CSCCNS(=O)(=O)c1ccccc1)Nc1ccccc1 | i | -7 | i | -4 | i | -1 | i | -3 | i | 1 | i
COc1ccccc1/C=C(/C(=O)OCC(=O)Nc1ccccc1C)c1ccccc1 | i | -8 | -7* | 11 | i | -1 | i | -1 | 8* | 0 | i
Cc1noc(NS(=O)(=O)c2ccc(NC(=O)CSc3n[nH]c(-c4ccccc4)n3)cc2)c1C | i | -4 | i | 5 | i | 3 | i | 1 | i | 1 | i
COc1ccc(CNC(=O)Cn2ccc([N+](=O)[O-])n2)cc1OC | i | -2 | i | 2 | i | 0 | i | / | i | 0 | i
CC(C)c1nnc(NC(=O)c2c(O)c3cccc4c3n(c2=O)CCC4)s1 | i | -11 | i | -4 | i | -4 | i | 3 | i | 1 | i
O=C(CCc1n[nH]c(=O)[nH]c1=O)N/N=C/c1ccco1 | i | -5 | i | 5 | i | 1 | i | -1 | i | 1 | i
COc1cccc(N2CCN(S(=O)(=O)c3c(C)[nH]c(C)c3C(=O)N3CCCCC3)CC2)c1 | i | -8 | i | 2 | i | -1 | i | -4 | i | 1 | i
